# TDP2 inh – blocks human TDP2 phosphodiesterase activity. O95551. actives 0.34% (n = 370,000). AID 720702. inhibition, % at 12.8 µM. recombinant TDP2, T5PNP hydrolysis, p-nitrophenol absorbance 415 nm;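 active = inhibition above the mean of all tested compounds plus 3 SD, set per campaign, cut at about 25% in these data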;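 also: 0% = DMSO with enzyme and 100% = buffer with substrate but no TDP2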
#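 Read-out basis: percent inhibition. System: recombinant human TDP2. Buffer or medium: Mg2+-containing Tris-HCl buffer, pH 7.5. Repeats: single replicate. Timing: reaction 2 h, 37 °C. Benchmarks: high control without enzyme, low control DMSO plus TDP2. Probe or stimulus: 5 mM T5PNP. Doses: 12.8 µM only. Measured by: epi absorbance of p-nitrophenol freed from T5PNP by hydrolysis.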
# LEDGF integ inh – blocks HIV-1 LEDGF/p75-dependent DNA integration; TR-FRET IN-LEDGF/p75 DNA integration, Eu/Cy5; inhibition, % at 3.7 µM; actives 0.64% (n = 370,000);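 active = inhibition above the screen-wide mean plus 3 SD, cut at about 13% in these data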;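 also: signal is the Cy5 over europium emission ratio at 671 and 618 nm; 0% = plate median of compound wells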
# MBD2 inh – MBD2-methylated oligo binding inhibition; Q9UBB5; inhibition, % at 4.4 µM; actives 0.31% (n = 370,000); TR-FRET, MBD2 binding to methylated oligonucleotide; AID 686964; in the data active = inhibition above about 13%
# Target sequence (Q9UBB5 whole entry, looked up): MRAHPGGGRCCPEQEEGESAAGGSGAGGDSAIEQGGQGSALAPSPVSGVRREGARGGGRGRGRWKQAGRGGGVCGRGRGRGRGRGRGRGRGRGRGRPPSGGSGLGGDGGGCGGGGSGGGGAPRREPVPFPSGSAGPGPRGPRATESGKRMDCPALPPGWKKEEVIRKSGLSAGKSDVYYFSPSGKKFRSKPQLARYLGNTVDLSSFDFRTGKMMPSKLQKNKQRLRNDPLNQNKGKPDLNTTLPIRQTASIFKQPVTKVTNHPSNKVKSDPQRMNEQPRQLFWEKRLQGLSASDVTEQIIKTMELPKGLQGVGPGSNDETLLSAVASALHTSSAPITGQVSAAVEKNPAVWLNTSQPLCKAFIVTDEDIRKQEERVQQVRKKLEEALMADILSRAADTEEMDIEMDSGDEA
# GC-B act – GC-B (human) receptor activation | P20594 | HEK293-GC-B cells, CNP EC30, cGMP TR-FRET; 0% at EC30 CNP, 100% saturating CNP | activation, % at 10 µM | actives 0.11% (n = 370,000) | AID 1920062;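 active = activation at 10 µM reaching about 35% in either raw or pattern-adjusted values, limit read from the data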
# SIAE primary – inhibitors of human sialic acid acetylesterase SIAE | Q9HAT2 | SIAE FP-Rh probe binding, fluorescence polarization | inhibition, % at 9.66 µM | actives 0.69% (n = 370,000) | AID 1053197;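 active = inhibition above a cutoff: mean of compounds within the control limits plus 3 SD of those, cut at about 17% in these data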;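 also: 0% = plate median of compound wells and 100% = probe without SIAE protein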
# Target sequence (Q9HAT2 whole entry, looked up): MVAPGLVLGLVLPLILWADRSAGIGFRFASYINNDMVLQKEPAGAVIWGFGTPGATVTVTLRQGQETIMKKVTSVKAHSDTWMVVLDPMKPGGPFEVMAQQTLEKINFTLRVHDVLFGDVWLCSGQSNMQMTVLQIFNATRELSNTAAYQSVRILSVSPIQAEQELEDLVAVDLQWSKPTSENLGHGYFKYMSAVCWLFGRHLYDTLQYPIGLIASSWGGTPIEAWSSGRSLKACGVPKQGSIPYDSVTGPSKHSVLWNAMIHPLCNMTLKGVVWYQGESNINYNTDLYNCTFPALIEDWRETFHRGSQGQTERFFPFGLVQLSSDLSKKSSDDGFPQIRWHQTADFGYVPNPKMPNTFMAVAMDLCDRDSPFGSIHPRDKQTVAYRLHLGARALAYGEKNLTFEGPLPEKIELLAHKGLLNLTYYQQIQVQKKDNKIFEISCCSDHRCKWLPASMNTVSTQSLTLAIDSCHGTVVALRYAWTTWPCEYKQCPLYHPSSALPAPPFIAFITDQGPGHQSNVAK
# HTRA1 inh – HTRA1 (human) protease inhibition. Q92743. recombinant HTRA1, FP-rhodamine activity-based probe, fluorescence polarization. inhibition, % at 5.96 µM. actives 0.5% (n = 340,000). AID 504803; in the data active = inhibition above about 36%;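 also: 0% = enzyme with DMSO and 100% = wells lacking enzyme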
# PRMT1 inh – inhibitors of human PRMT1. Q99873. recombinant PRMT1, activity-based probe fluorescence polarization. inhibition, % at 2.79 µM. actives 1.3% (n = 370,000). AID 652257;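 active = inhibition above about 21% made by adding two undisclosed values, limit read from the data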
# ABHD4 inh – inhibits mouse alpha/beta hydrolase domain 4 | AID 720543 | purified mABHD4, FP-Rh probe fluorescence polarization | inhibition, % at 8.92 µM | Q8VD66 | actives 0.54% (n = 370,000);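 active = inhibition exceeding the mean over every tested compound plus 3 SD, cut at about 30% in these data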;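 also: 0% = plate median of compound wells and 100% = S159A mutant with DMSO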
#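 Test system: mABHD4 protein | Buffer or medium: HEPES pH 7.0 buffer, 150 mM NaCl, 0.01% Pluronic F-127 | Probe or stimulus: FP-Rh fluorescent activity-based probe, added after compound pre-incubation | Timing: Pre-incubation 45 min, probe exposure 60 min, at 25 °C | Technique: Fluorescence polarization, excitation 525 nm, emission 598 nm, BODIPY TMR filters | Repeats: Single well per compound (singlicate)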
# rCAG binder – molecules binding r(CAG) RNA repeats; inhibition, % at 3 µM; AID 651821; actives 1.3% (n = 370,000); r(CAG) RNA repeat, TO-PRO-1 dye displacement fluorescence;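 active = inhibition above the plate cutoff, the mean of all test compounds on that plate plus 3 SD, cut at about 35% in these data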;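 also: 0% = DMSO alone and 100% = 100 µM mitoxantrone as full dye displacement; higher means more dye released from RNA so lower well fluorescence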
# TCR-CD3 inh – inhibitors of human TCR-CD3 interaction. AID 651800. actives 0.37% (n = 360,000). inhibition, % at 9.4 µM. TAMRA-labeled TCR probe fluorescence, biochemical; in the data active = inhibition above about 19%;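 also: recombinant mutant TCR 2C K166C tagged with TAMRA read by polarization; 0% = receptor in buffer alone and 100% = receptor with positive control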
# * marks the source's active call; other numbers are inactive results; . = no result given. The list is partial, so the mix of outcomes need not match the whole.
SMILES,TDP2 inh,LEDGF integ inh,MBD2 inh,GC-B act,SIAE primary,HTRA1 inh,PRMT1 inh,ABHD4 inh,rCAG binder,TCR-CD3 inh
Cc1nc2sc(C(=O)c3ccccc3)c(N)c2c(C)c1C,-9.5,-4.2,4.2,-4.9,4.4,-3.7,3.4,-5.0,7.4,3.0
CCOc1cc(S(=O)(=O)NC2CC2)c(OCC)cc1-n1cnnn1,-5.3,-0.5,2.3,-0.2,-2.2,7.8,-2.5,1.6,-2.1,3.3
CCOC(=O)CSc1nc2c(c(=O)n(C)c(=O)n2C)n1CCCc1ccccc1,-1.3,0.6,2.0,0.5,-5.8,3.2,-1.9,6.2,-0.1,-4.4
Fc1ccccc1COc1ccc(-c2nnn(Cc3ccccc3F)n2)cc1,-2.1,-4.6,5.1,2.2,-11.8,-1.8,5.7,-15.6,-1.4,-6.6
Cc1nn(-c2ccccc2)c(Cl)c1C1C(C#N)=C(N)Oc2c1c(C)nn2-c1ccccc1 (centres undefined),27.1*,2.0,-2.3,-2.4,-2.6,5.1,0.6,12.1,6.4,-4.2
CCOc1ccc(S(=O)(=O)NCc2ccc3c(c2)OCO3)cc1C,-17.1,-1.1,-1.9,0.4,-3.1,-2.6,0.7,0.1,4.2,3.6
COc1cc(C2c3c(c(C)c(C)oc3=O)Oc3c(C)c(C)oc(=O)c32)ccc1OS(=O)(=O)c1ccc(C)cc1,2.6,-4.9,0.0,5.5,-13.4,-23.7,-1.0,0.7,7.7,10.8
CN(C)CCCN(C(=O)c1ccc(C(=O)c2ccccc2)cc1)c1nc2cc3c(cc2s1)OCO3,-6.2,1.5,2.3,2.4,8.9,-6.0,-3.0,8.8,0.8,0.1
CCOc1ccc(OCC)c(NC(=O)C2CCN(S(=O)(=O)c3ccc4c(c3)CC(C)N4C(C)=O)CC2)c1 (centres undefined),19.6,-2.0,0.2,-2.0,-1.7,-1.2,-0.3,3.2,-1.9,-0.1
CCOc1ccc(-c2noc(-c3csc([C@@H]4O[C@H](CO)[C@H](O)[C@H](O)[C@H]4O)n3)n2)cc1,-3.2,-2.2,5.6,-2.4,-4.0,.,3.1,-5.3,1.1,-3.4
CCc1ccccc1NC(=O)CSc1nc2cc(C(=O)NCC3CCCO3)ccc2c(=O)n1CC1CCCO1 (centres undefined),-3.4,0.4,8.7,0.1,-4.2,-1.4,6.3,-6.6,5.1,-4.8
CN1CCN(C(=O)C2Cc3c(-c4cccc(F)c4)ccnc3O2)CC1 (centres undefined),-3.0,3.2,-2.0,1.6,-2.0,.,-5.6,-7.9,2.9,-2.9
Cc1cc(C)n(C(=O)c2ccc(NC(=O)CC(C)C)cc2)n1,-0.4,3.4,-2.1,2.8,10.1,-2.5,1.1,-10.2,-2.5,-2.3
Cc1cccc(C(O)c2ncc(-c3ccccc3)[nH]2)c1C (centres undefined),-7.0,0.5,2.5,1.4,5.8,.,-1.3,-1.9,1.4,-3.5
COc1ccc(Cl)cc1NC(=S)N(CCCN1CCOCC1)Cc1cn(C)c2ccccc12,0.2,-0.7,1.9,-13.9,2.4,-10.7,34.3*,-0.9,0.9,-3.6
COC(=O)C(C(=O)OC)=C(/C=C/C=C/N(C)C)N(C)C,-2.1,-0.7,2.5,9.4,4.5,7.2,8.4,12.4,-2.7,11.3
Cc1ccc(C2=NN(Cc3nnc(-c4ccccc4)o3)C(=O)SC2)cc1,-11.6,2.7,-1.6,-3.2,-1.8,-23.6,1.3,-15.1,0.2,-6.3
CC(NC(=O)c1ccncc1)C(C)(C)C (centres undefined),13.8,-3.0,2.2,10.2,-3.7,3.0,1.2,9.9,0.9,-4.4
O=C(O)/C=C\C(=O)Nc1cc(O)ccc1[N+](=O)[O-],-12.7,-7.9,-6.8,4.4,1.0,-4.5,1.2,2.5,10.3,-2.6
O=C(CN(c1ccc(Cl)cc1)S(=O)(=O)c1ccc(Cl)c([N+](=O)[O-])c1)NCCc1ccc(F)cc1,2.1,0.6,6.3,-18.5,1.7,-3.3,-0.5,-1.4,0.8,-12.2
CC(=O)Nc1ccc(S(=O)(=O)N2CCC(C(=O)N[C@@H](Cc3ccccc3)C(=O)O)CC2)cc1,-1.8,-2.8,10.1,-2.7,-4.5,2.9,7.3,-13.1,6.8,-6.5
COC(=O)C1=C(C)N(C)C(=S)NC1c1c(OC)ccc2ccccc12 (centres undefined),-5.6,-4.1,-1.0,-2.1,2.5,4.2,1.8,0.5,-1.1,-5.5
O=C(OCc1ccccc1)C1=NNC2C(=O)N(c3ccccc3)C(=O)C12 (centres undefined),-0.1,0.8,0.1,2.4,-5.3,-3.5,2.5,-0.1,-0.3,-2.3
COc1ccc(C2C(C#N)=C(N)N(N(C)C)C3=C2C(=O)CCC3)cc1 (centres undefined),5.5,-1.0,1.7,-3.3,-5.6,4.8,3.6,10.6,-1.8,-6.3
Cn1c(/C(C#N)=C(\O)COc2ccc3ccccc3c2)nc2ccccc21,-1.4,0.3,-4.3,-3.7,5.6,-3.8,1.6,3.7,3.0,5.6
# Going on with the list.
SMILES,TDP2 inh,LEDGF integ inh,MBD2 inh,GC-B act,SIAE primary,HTRA1 inh,PRMT1 inh,ABHD4 inh,rCAG binder,TCR-CD3 inh
Cc1nn(CC(=O)Nc2ccccn2)c(=O)c2ccccc12,0.4,1.0,-1.8,0.7,-1.8,-1.9,0.5,-10.6,1.0,5.3
O=C(NCc1cccnc1)c1cccn1-c1ncc(C(F)(F)F)cc1Cl,0.2,-2.2,4.9,0.3,8.1,-4.4,3.2,-1.2,-4.6,-2.4
CC(=O)c1ccc(NC(=S)N2CCCC(CO)C2)cc1 (centres undefined),0.7,2.2,-1.2,2.2,1.0,-0.6,-1.2,8.1,1.0,4.4
CCc1nnc(NC(=O)c2cc(-c3cccnc3)nc3ccccc23)s1,-9.1,-2.2,0.0,3.1,-4.7,-7.5,6.8,-2.0,3.9,1.8
Cc1ccccc1N1CCN(CCC(=O)Nc2ccc(F)cc2)CC1,-11.1,-12.8,5.2,-0.3,-3.7,-1.3,-4.9,-2.9,-1.3,3.1
Cc1ccccc1N1CCN(C(=O)c2ccccc2NC(=O)c2ccccc2C(=O)O)CC1,6.8,-7.4,5.5,-1.4,-4.5,0.5,2.4,4.4,-3.0,-6.1
Cc1ccc(N2C(=O)C3CC(c4ccccc4)=C4C5C=CC(C6C(=O)N(c7ccc(C)cc7)C(=O)C56)C4C3C2=O)cc1 (centres undefined),0.1,0.3,-4.4,-1.6,-10.8,3.2,2.0,-1.1,4.6,-4.6
O=C(NC(=S)NCCO)c1sc2ccccc2c1Cl,10.1,1.6,-0.3,-2.8,-6.9,1.2,-1.8,-3.3,4.7,-1.4
CC(C)C[C@@H](CNCC(=O)[C@H](CC(=O)O)NC(=O)c1[nH]cnc1C(=O)N[C@H](CN)CC(C)C)NC(=O)c1nc[nH]c1C(=O)N[C@@H](C)C(=O)O,13.7,-2.0,12.3,-3.0,-9.4,-4.2,3.2,8.6,2.0,-3.8
COc1ccc(Nc2cc(C)nc(-n3nc(C)cc3C)n2)cc1,7.8,1.2,1.9,-4.6,1.7,2.7,-0.3,7.7,-2.4,-6.9
COc1cccc(NC(=O)[C@H](NC(=O)[C@@H]2Cc3ccccc3CN2)c2ccccc2)c1,3.8,-0.5,-2.9,-2.0,4.5,-20.1,-1.3,-2.8,-1.5,2.7
CCOC(=O)C1=C(C(F)(F)F)Nc2ncnn2C1c1ccc(OC)cc1OC (centres undefined),0.0,3.3,-0.2,-14.3,2.9,-3.8,0.0,4.0,-1.9,4.4
Brc1cccc(CN2CCCCCCC2)c1,-0.1,1.1,2.2,-2.6,2.4,2.2,-3.2,3.0,-0.8,-1.4
Cc1c(NS(=O)(=O)c2cc(C(=O)O)ccc2Cl)c(=O)n(-c2ccccc2)n1C,-3.0,3.5,-1.4,-4.0,-6.0,3.5,-2.3,-7.8,4.4,-6.0
CC(C)(C)c1ccc(C(=O)c2c[nH]c(C(=O)NCCCN3CCOCC3)c2)cc1,1.8,-0.4,-6.5,-3.8,3.8,7.2,-2.1,-0.8,0.6,-0.8
O=C(NC1CCCCC1)C1CCCN1C(=O)NCc1ccccc1 (centres undefined),-3.0,-1.3,-3.4,6.0,-4.2,5.0,-2.6,2.8,-4.8,-1.8
Nc1ncn([C@@H]2O[C@H](CO)[C@@H](O)[C@H]2O)c(=O)n1,-10.1,3.2,1.1,5.5,-1.0,4.3,-5.4,1.5,2.1,-1.2
S=C(NCC1CCCO1)N1CCc2ccccc2C1 (centres undefined),-20.7,-1.7,-4.2,3.3,8.1,4.8,-0.1,0.1,-4.1,15.1
COc1cc(C#Cc2ccc3cc(CCCO)oc(=O)c3c2)cc(OC)c1,1.6,0.5,-5.7,-10.2,-32.9,-94.6,-0.7,-19.8,4.1,-5.2
COc1cccc(C(=O)N2CCC[C@H]2C(=O)N2CCC[C@H]2C(=O)N(C)Cc2ccccc2)c1,-8.8,0.2,-7.1,6.7,-5.9,.,0.4,-1.8,1.2,5.7
CN1CCN(Cc2cc(COCc3ccccc3)c3cccnc3c2O)CC1,-9.5,-6.2,-7.8,.,5.9,50.4*,-2.7,-2.2,-5.8,-1.6
COc1cc(/C=N/Nc2ncnc3sc4c(c23)CCC4)ccc1O,-0.1,-7.0,0.5,-9.8,-12.6,8.7,6.2,10.7,6.0,0.3
Cc1ccc(NS(=O)(=O)c2ccc(-c3ccc(=O)[nH]n3)o2)cc1Cl,9.0,-1.4,-3.4,-2.0,8.5,-4.4,1.0,16.1,24.2,8.9
O=[N+]([O-])c1ccc(OCCO)c(P(=O)(c2ccccc2)c2ccccc2)c1,10.4,-1.9,-2.5,-9.3,-0.9,5.1,-3.3,4.4,0.1,-1.5
Cn1nc(C(C)(C)C)cc1C(=O)Sc1cccc(Br)c1,-2.0,-1.4,0.8,-0.5,9.9,-0.9,3.0,2.0,-1.7,-8.8
COC(=O)C[C@@H]1CC[C@H](NC(=O)Nc2ccc(F)cc2)[C@@H](CO)O1,8.4,-3.9,3.5,2.0,4.2,.,-1.5,4.4,2.2,-0.9
C=C(C)COc1ccc(-c2[nH]ncc2Oc2ccccc2OC)c(O)c1,-3.7,-0.6,-1.6,5.7,2.5,5.2,-1.4,-5.7,-1.3,2.5
O=C(O)CCC1C(=O)NC(=O)CC1c1ccccc1 (centres undefined),-3.0,-2.5,2.5,1.8,2.2,.,-2.0,-1.6,0.2,-0.7
CCOC(=O)c1cnc(SC)nc1Sc1ccccc1,-8.5,-5.2,4.7,-2.4,-1.1,-7.7,1.5,-8.3,-2.0,2.0

# Printed as active in PRMT1 inh, of those listed so far:
SMILES | TDP2 inh | LEDGF integ inh | MBD2 inh | GC-B act | SIAE primary | HTRA1 inh | PRMT1 inh | ABHD4 inh | TCR-CD3 inh
COc1ccc(Cl)cc1NC(=S)N(CCCN1CCOCC1)Cc1cn(C)c2ccccc12 | 0.2 | -0.7 | 1.9 | -13.9 | 2.4 | -10.7 | 34.3* | -0.9 | -3.6

# Bioassay records: PubChem BioAssay, several laboratories
